# Screens from PubChem.
# aGal spleen mod = inhibits or activates alpha-galactosidase in human spleen homogenate | actives 0.008% (n = 240,000) | Potency, µM (highest dose often 80 µM), without a hit: at the highest dose activity change, negative = inhibition, hits mostly inhibitors | human spleen homogenate, 4MU-alpha-Gal fluorescence, 40 min | P06280;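 also: 0% = enzyme with vehicle and -100% = no enzyme basal signal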
# Target sequence (P06280 32-429 limits assumed): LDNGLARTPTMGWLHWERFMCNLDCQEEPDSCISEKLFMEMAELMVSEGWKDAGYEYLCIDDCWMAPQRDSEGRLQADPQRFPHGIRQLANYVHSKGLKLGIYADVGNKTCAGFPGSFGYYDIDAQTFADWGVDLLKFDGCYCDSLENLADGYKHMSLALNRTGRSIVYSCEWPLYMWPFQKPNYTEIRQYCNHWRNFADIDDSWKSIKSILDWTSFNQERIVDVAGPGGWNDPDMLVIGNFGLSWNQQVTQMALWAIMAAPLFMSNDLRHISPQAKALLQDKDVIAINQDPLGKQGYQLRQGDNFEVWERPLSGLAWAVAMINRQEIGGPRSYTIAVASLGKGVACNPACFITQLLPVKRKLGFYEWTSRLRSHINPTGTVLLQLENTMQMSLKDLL
#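 Inhibition or activation of alpha-galactosidase in human spleen homogenate is scored by 4-MU fluorescence after 40 min at 37C, pH 5.0, with 1 mM substrate. AC50s come from concentration-response fitted to the Hill equation.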
# Tau FP inhib = inhibitors of human tau fibril formation. P10636. K18 P301L tau heparin fibrillization, Alexa594 FP, 6 h. Potency, µM (series often up to 57.7 µM), for the others: top-dose activity, negative = inhibition, hits mostly inhibitors. actives 0.39% (n = 280,000); also: nearly all actives have a fitted effect of over 55% in size
# Target sequence (P10636 561-689 P618L limits assumed): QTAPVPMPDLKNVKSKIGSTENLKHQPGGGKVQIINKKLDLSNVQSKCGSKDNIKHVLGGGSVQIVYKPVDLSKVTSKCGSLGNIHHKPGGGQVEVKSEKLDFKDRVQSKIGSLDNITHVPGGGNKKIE
#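 Heparin (20 uM) drove fibril formation of recombinant tau K18 P301L, 15 uM unlabeled with 0.24 uM Alexa 594 label, for 6 hr at 37 C in 100 mM sodium acetate pH 7. Fluorescence polarization (555/632 nm) read 1 hr after 30 uM ThT.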
# TexasRed fluor = counter-screen for TRb-SRC2 inhibitors: fluorescence interference; TRb/SRC2 Texas Red total fluorescence interference; Potency, µM (titrated, usually from 106 µM), without a hit: at the highest dose fluorescence change, negative = quenching; actives 0.29% (n = 280,000); AID 1479; active = well fitted curve in either direction with a large enough effect; inconclusive = small, poorly fitted or top-dose-only effect
#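 Flags fluorescent or light-absorbing compounds by total fluorescence, S + 2P, at 555 nm excitation and 632 nm emission. Mixture: 20 nM Texas Red SRC2 peptide, 0.6 uM human TRb LBD, 1 uM T3, 5% DMSO; compound exposure 5 h at ambient temperature.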
# TRb-SRC2 inh = inhibitors of human thyroid hormone receptor beta-SRC2 interaction; Potency, µM (doses to about 106 µM), without a hit: at the highest dose activity change, negative = inhibition, hits mostly inhibitors; P10828; actives 0.065% (n = 280,000); TRbeta-SRC2 peptide binding, fluorescence polarization; receptor liganded with 1 µM T3;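 also: plate controls were bound peptide for no effect and peptide without receptor for full effect; nearly all actives have a fitted effect of over 50% in size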
# Target sequence (P10828 whole entry, looked up): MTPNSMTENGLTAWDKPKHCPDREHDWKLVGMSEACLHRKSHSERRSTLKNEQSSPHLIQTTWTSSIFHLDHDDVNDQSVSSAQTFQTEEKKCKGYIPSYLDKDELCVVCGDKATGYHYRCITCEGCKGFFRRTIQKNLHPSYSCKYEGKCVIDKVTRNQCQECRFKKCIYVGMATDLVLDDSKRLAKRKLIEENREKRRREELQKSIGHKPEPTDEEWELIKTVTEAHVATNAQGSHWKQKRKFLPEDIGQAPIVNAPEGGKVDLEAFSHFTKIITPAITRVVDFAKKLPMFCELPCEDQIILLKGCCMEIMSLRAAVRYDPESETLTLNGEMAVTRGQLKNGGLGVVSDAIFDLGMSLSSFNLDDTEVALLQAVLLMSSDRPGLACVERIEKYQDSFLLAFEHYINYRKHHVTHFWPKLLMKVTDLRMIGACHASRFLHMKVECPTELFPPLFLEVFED
#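 Quantitative HTS by FP: 0.6 uM TRb LBD, 20 nM labeled SRC2 20-mer, 1 uM T3, 5% DMSO; 5 hr ambient incubation; % activity per concentration and potencies from concentration series.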
# L3MBTL1 block = L3MBTL1 (human) inhibition; Q9Y468; actives 0.66% (n = 230,000); AlphaScreen L3MBTL1–H3K9me1 peptide binding; Potency, µM (highest dose often 57.1 µM), without a hit: at the top dose activity, negative = inhibition, actives largely listed as inhibitors; also: nearly all actives have a fitted effect of over 60% in size
#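 First, the protein-peptide complex forms for 30 min at room temperature (L3MBTL1 50 nM, biotinylated H3K9me1 peptide 75 nM). Next, compounds are pin-transferred and incubated 30 min. Finally, AlphaScreen beads are added and read after 30 min.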
# ALDH1A1 inh = ALDH1A1 (human) enzyme inhibition; Purified ALDH1A1, NADH fluorescence, propionaldehyde substrate; Potency, µM (titrated, usually from 75.3 µM), for the others: top-dose activity, negative = inhibition, actives largely listed as inhibitors; actives 7.3% (n = 220,000); AID 1030; active = well fitted inhibition curve with a large enough effect, not every such curve was filed as active; inconclusive = small, poorly fitted or top-dose-only effect, or another doubt; inactive = no such curve, though single readings can be large or run the other way;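 also: plate controls were no enzyme wells and a reference inhibitor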
# Tau fibril ThT = inhibitors of human tau fibril formation, thioflavin T binding. P10636. recombinant tau K18 P301L, heparin-induced fibrillization, ThT fluorescence. Potency, µM (top dose mostly 57.4 µM), for inactives: top-dose activity, negative = inhibition, actives largely listed as inhibitors. actives 2.1% (n = 270,000); also: nearly all actives have a fitted effect of over 55% in size
#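 Aggregation was driven by heparin (20 uM final) acting on recombinant tau […] bearing P301L in 100 mM sodium acetate pH 7; fibrils were detected with Thioflavin T.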
# Tau fluor counter = counter-screen for tau fibril formation inhibitors. tau K18 P301L (four-repeat tau fragment) Alexa594 fluorescence, heparin fibrillization. Potency, µM (series often up to 57.7 µM), inactives show at the top dose activity change, negative = decrease. actives 0.93% (n = 280,000); also: nearly all actives have a fitted effect of over 55% in size
#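 Human K18 P301L tau (15 uM unlabeled plus 0.24 uM Alexa 594-labeled, final) in 100 mM sodium acetate pH 7 was mixed with compound and 20 uM heparin and incubated 6 hr at 37 C.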
# Starred values were filed as active, the others as inactive; ? = inconclusive; nt = no result given; [ ] = another dose, or the depositor's remark. Unless noted, calls follow the shape of the dose curve; as a rule, active = well fitted curve in the direction sought with a large enough effect; inconclusive = small, poorly fitted or top-dose-only effect, or another doubt; inactive = no such curve, though single readings can be large; an effect the other way counts as inactive or inconclusive. Unless noted, % is scaled to controls: 0 for no effect and ±100 for the full control effect; potency is read from the fitted curve at half-maximal effect.
no. | smiles | aGal spleen mod | Tau FP inhib | TexasRed fluor | TRb-SRC2 inh
1 | CCCCOc1ccc(Cl)cc1CSc1n[nH]c(C)n1 | -1% | 0% | 0% | 3%
2 | Cc1csc2nc(-c3ccc(NS(=O)(=O)c4cc(F)ccc4F)cc3)cn12 | nt | 13% | -1% | 2%
3 | CCOC(=O)c1c(C)[nH]c(C)c1S(=O)(=O)N1CCCC(C(=O)NCc2ccc(C)cc2)C1 (stereo not given) | nt | -11% | -3% | -2%
4 | COc1ccc(S(=O)(=O)NCc2ccco2)c2ccccc12 | 6% | -4% | 2% | -1%
5 | COc1cc(C2/C(=C(/O)c3ccc(OCC(C)C)cc3)C(=O)C(=O)N2CCN(C)C)ccc1O (stereo not given) | -4% | -3% | -3% | -1%
6 | Cc1ccc(CNC(=O)COC(=O)c2cncc(Br)c2)cc1 | 5% | 7% | 1% | 4%
7 | COc1ccc(/C=C/C(=O)c2ccc3c4c(cccc24)CC3)cc1OC | 2% | 3% | -1% | 11%
8 | CCOc1ccc(C(=O)Nc2ccc3nc4c(c(Nc5ccccc5OC)c3c2)CCCC4)cc1 | nt | -18% | -2% | 5%
9 | O=P(Cc1cc(Br)cc(Br)c1OCCO)(c1ccccc1)c1ccccc1 | 4% | -3% | -7% | -5%
10 | COC(=O)COc1nc(C)c2c(c1C#N)CC(C)(C)OC2 | 3% | 2% | 0% | -4%
11 | Cc1cc(N2CCN(S(=O)(=O)c3ccccc3)CC2)c2ccccc2n1 | -4% | 1% | -3% | -4%
12 | COc1ccc(OC)c(NC(=O)Cn2cnc3c(cnn3-c3ccccc3)c2=O)c1 | -2% | -2% | -1% | 4%
13 | CC(=O)N1C(c2ccccc2O)C[C@]2(C)CC(=O)NC12 (stereo not given in full) | -2% | -11% | -3% | -3%
14 | COc1ccc(N(CCC#N)C(=O)/C(C#N)=C\c2cccs2)cc1 | -3% | 3% | -1% | 1%
15 | CCCn1c(SCC(=O)NCc2ccco2)nc2c1c(=O)n(C)c(=O)n2C | -4% | 1% | -5% | -6%

no. | L3MBTL1 block | ALDH1A1 inh | Tau fibril ThT | Tau fluor counter
1 | 4% | 6% | -7% | -16%
2 | nt | nt | -15% | -29%
3 | nt | nt | 0% | -6%
4 | 0% | ? | -11% | -14%
5 | -10% | 1% | -11% | -1%
6 | 16% | -4% | -6% | 0%
7 | -26% | ? | 8% | 8%
8 | nt | nt | 14µM* | ?
9 | -1% | nt | -12% | -4%
10 | nt | ? | -3% | -11%
11 | 0% | -4% | -14% | 0%
12 | -7% | 1% | ? | -15%
13 | -2% | -9% | -3% | -5%
14 | -7% | nt | -3% | -6%
15 | 2% | 8% | -2% | 3%

# Excerpt: nos. 4–15
no. | smiles | aGal spleen mod | Tau FP inhib | TexasRed fluor | TRb-SRC2 inh
4 | COc1ccc(S(=O)(=O)NCc2ccco2)c2ccccc12 | 6% | -4% | 2% | -1%
5 | COc1cc(C2/C(=C(/O)c3ccc(OCC(C)C)cc3)C(=O)C(=O)N2CCN(C)C)ccc1O (stereo not given) | -4% | -3% | -3% | -1%
6 | Cc1ccc(CNC(=O)COC(=O)c2cncc(Br)c2)cc1 | 5% | 7% | 1% | 4%
7 | COc1ccc(/C=C/C(=O)c2ccc3c4c(cccc24)CC3)cc1OC | 2% | 3% | -1% | 11%
8 | CCOc1ccc(C(=O)Nc2ccc3nc4c(c(Nc5ccccc5OC)c3c2)CCCC4)cc1 | nt | -18% | -2% | 5%
9 | O=P(Cc1cc(Br)cc(Br)c1OCCO)(c1ccccc1)c1ccccc1 | 4% | -3% | -7% | -5%
10 | COC(=O)COc1nc(C)c2c(c1C#N)CC(C)(C)OC2 | 3% | 2% | 0% | -4%
11 | Cc1cc(N2CCN(S(=O)(=O)c3ccccc3)CC2)c2ccccc2n1 | -4% | 1% | -3% | -4%
12 | COc1ccc(OC)c(NC(=O)Cn2cnc3c(cnn3-c3ccccc3)c2=O)c1 | -2% | -2% | -1% | 4%
13 | CC(=O)N1C(c2ccccc2O)C[C@]2(C)CC(=O)NC12 (stereo not given in full) | -2% | -11% | -3% | -3%
14 | COc1ccc(N(CCC#N)C(=O)/C(C#N)=C\c2cccs2)cc1 | -3% | 3% | -1% | 1%
15 | CCCn1c(SCC(=O)NCc2ccco2)nc2c1c(=O)n(C)c(=O)n2C | -4% | 1% | -5% | -6%

no. | L3MBTL1 block | ALDH1A1 inh | Tau fibril ThT | Tau fluor counter
4 | 0% | ? | -11% | -14%
5 | -10% | 1% | -11% | -1%
6 | 16% | -4% | -6% | 0%
7 | -26% | ? | 8% | 8%
8 | nt | nt | 14µM* | ?
9 | -1% | nt | -12% | -4%
10 | nt | ? | -3% | -11%
11 | 0% | -4% | -14% | 0%
12 | -7% | 1% | ? | -15%
13 | -2% | -9% | -3% | -5%
14 | -7% | nt | -3% | -6%
15 | 2% | 8% | -2% | 3%

# Remaining list, next part.
no. | smiles | aGal spleen mod | Tau FP inhib | TexasRed fluor | TRb-SRC2 inh
16 | Cc1ccc(S(=O)(=O)N2CCC(=O)N(CCOCc3cccc(C)c3)CC2)cc1 | 2% | 12% | 0% | 3%
17 | CCc1ccc(NC(=O)C(=O)NCC(c2cccnc2)N2CCN(Cc3ccccc3)CC2)cc1 (stereo not given) | nt | 0% | ? | 0%
18 | CCn1c(COc2ccc(Cl)c(C)c2)nnc1SCC(=O)N1CCCC1 | 7% | 6% | 1% | -21%
19 | COc1ccc(/C=N/NC(=O)C[n+]2ccccc2)c(OC)c1 | 9% | 4% | 0% | -3%
20 | COc1cc([N+](=O)[O-])ccc1NC(=S)Nc1cccc(C(=O)O)c1 | -3% | 3% | -3% | 3%
21 | COc1ccc(C(=O)N2CCN(C(=O)c3ccco3)CC2)cc1 | 0% | 6% | 0% | -2%
22 | Cn1c(CC(=O)c2ccc(Br)cc2)[n+](C)c2ccccc21 | -19% | 3% | 1% | 3%
23 | COc1ccc(CCNC(=O)[C@@H](NC(N)=O)C(C)C)cc1 | 5% | 0% | -2% | -2%
24 | c1ccc(CNCCC(Cc2ccccc2)c2ccco2)cc1 (stereo not given) | 1% | -8% | 0% | -3%
25 | CCC(C)c1ccccc1OCC(=O)Nc1ccc(S(=O)(=O)Nc2cc(C)on2)cc1 (stereo not given) | nt | 2% | 0% | 4%
26 | O=C(Nc1ccc(Cl)cc1)OC(CN1CCCCC1)C(F)(F)F (stereo not given) | -7% | -9% | -1% | 4%
27 | CN(C)c1ccc(NC(=O)CCn2c(=S)oc3ccccc32)cc1 | -7% | 8% | -1% | 1%
28 | Cc1cc(=O)n2[nH]c(NC(=O)c3cccc(Cl)c3)nc2n1 | nt | 7% | -2% | -2%
29 | O=C(Nc1ccc(F)cc1)c1cc2cc3ccc(Cl)cc3nc2o1 | nt | -10% | 0% | 0%
30 | COc1ccc(C(=O)Nn2c(C)ccc2C)cc1OC | -1% | -5% | 2% | 2%

no. | L3MBTL1 block | ALDH1A1 inh | Tau fibril ThT | Tau fluor counter
16 | 4% | -11% | -5% | -6%
17 | nt | nt | 3% | 0%
18 | 0% | 9% | 2% | 6%
19 | 2% | 8% | -2% | 2%
20 | -2% | ? | ? | -8%
21 | 7% | ? | 5% | 2%
22 | 11% | 8% | 7% | 8%
23 | 5% | 8% | -1% | -1%
24 | -16% | nt | -15% | -16%
25 | nt | nt | -13% | -10%
26 | 3% | -8% | -3% | -17%
27 | -1% | ? | ? | -23%
28 | nt | nt | 6% | 2%
29 | nt | nt | -11% | 0%
30 | 21%[11.4 µM] | 4% | ? | -12%

# The list goes on.
no. | smiles | aGal spleen mod | Tau FP inhib | TexasRed fluor | TRb-SRC2 inh
31 | Cc1cccc(NC(=S)N(CCc2ccncc2)C(C)C)c1C | 6% | -5% | 3% | 2%
32 | Cc1csc(NC(=O)c2ccco2)n1 | 3% | -3% | -1% | -3%
33 | Cc1cc(NC(=O)c2ccc(C)s2)n(-c2nc3ccccc3[nH]2)n1 | 0% | -1% | -3% | 2%
34 | C=CCOC(=O)C1=C(C)NC(C)=C(C(=O)OCC=C)C1c1ccc(C)o1 | 10% | 1% | -7% | -6%
35 | CCO/N=C(/C)c1c(O)cc(-c2ccccc2)n(-c2ccccc2)c1=O | -1% | -1% | 1% | 1%
36 | Nn1c(SCc2cccc3ccccc23)nnc1-c1ccco1 | -6% | -10% | 0% | 0%
37 | COc1cc(O)c(NC(C)=O)c2nonc12 | -2% | ? | -2% | -29%
38 | CCOC(=O)c1cc2c(=O)n3ccccc3nc2n(CC2CCCO2)c1=NC(=O)c1cccc(C)c1 (stereo not given) | nt | 5% | -2% | 0%
39 | O=C(NCCc1ccccc1)c1ccc(CSc2nc3cccnc3n2Cc2ccc(F)cc2)cc1 | nt | 4% | -22% | 0%
40 | Cc1ccc(C(=O)CC2(O)C(=O)N(Cc3ccccc3)c3ccc(Br)cc32)cc1 (stereo not given) | nt | 3% | -1% | 6%
41 | CC(C)=C1Cc2ccccc2C1=O | -14% | 12% | -2% | 6%
42 | CCn1ncc(/C=N\NC(=O)c2cc(-c3ccc(C)cc3C)nc3ccccc23)c1C | -5% | 12% | -1% | 2%
43 | CCCCN1CNC(=S)N(c2ccccc2OCC)C1 | -5% | 2% | -18% | 6%
44 | COc1cccc(CNC(=O)c2ccc3c(c2)nc2n3CCC(C)C2)c1OC (stereo not given) | nt | -10% | -2% | -8%

no. | L3MBTL1 block | ALDH1A1 inh | Tau fibril ThT | Tau fluor counter
31 | nt | -2% | -20% | -27%
32 | 0% | 14% | 5% | 7%
33 | ? | -3% | 6% | 10%
34 | 25% | nt | -16% | ?
35 | 9% | -4% | 7% | 5%
36 | -3% | -8% | ? | -12%
37 | -3% | -4% | 7.9µM* | -15%
38 | nt | nt | -10% | -8%
39 | nt | nt | -1% | -20%
40 | nt | nt | -7% | -19%
41 | 10% | ? | -6% | 3%
42 | nt | ? | -5% | -17%
43 | 2% | 2% | -1% | -2%
44 | nt | nt | -14% | -3%
